Tb PYK inh – T. brucei pyruvate kinase inhibition | AID 624173 | Q57TT1 | Potency, µM (titrated, usually from 76.8 µM), for inactives: at the highest dose activity, negative = inhibition, most hits filed as inhibitors | hit rate 0.12% among 410,000 | TbPYK enzyme, Kinase-Glo Plus ATP luminescence, 45 min; also: nearly all actives have a fitted effect of over 50% in size
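In this concentration-response screen, enzyme-free wells defined baseline while DMSO plates tracked drift. Each reaction combined TbPYK, substrate, compound and 130 uM ADP for 45 min at room temperature. Kinase-Glo Plus luminescence gave the signal.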
HCV inh – inhibitors of hepatitis C virus infection; Huh7.5.1 HCVcc-Cre infection, luciferase reporter, 44 h; Potency, µM (top dose mostly 41.8 µM), inactives show top-dose activity change, negative = inhibition, usual class: inhibitors; hit rate 3.4% among 340,000
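A cell-based infection assay in which seeded cells (1,000 per well) receive test compound after 4 h, are inoculated with HCVcc-Cre at approximately 0.5 moi, and are incubated 44 h before luminescence detection.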
LmPK inhibitor – inhibitors of Leishmania mexicana pyruvate kinase; Q27686; purified LmPK, Kinase-Glo ATP luminescence, 1 h; Potency, µM (series often up to 57.5 µM), inactives show top-dose activity change, negative = inhibition, most hits filed as inhibitors; hit rate 0.37% among 290,000
Target sequence (Q27686 whole entry, looked up): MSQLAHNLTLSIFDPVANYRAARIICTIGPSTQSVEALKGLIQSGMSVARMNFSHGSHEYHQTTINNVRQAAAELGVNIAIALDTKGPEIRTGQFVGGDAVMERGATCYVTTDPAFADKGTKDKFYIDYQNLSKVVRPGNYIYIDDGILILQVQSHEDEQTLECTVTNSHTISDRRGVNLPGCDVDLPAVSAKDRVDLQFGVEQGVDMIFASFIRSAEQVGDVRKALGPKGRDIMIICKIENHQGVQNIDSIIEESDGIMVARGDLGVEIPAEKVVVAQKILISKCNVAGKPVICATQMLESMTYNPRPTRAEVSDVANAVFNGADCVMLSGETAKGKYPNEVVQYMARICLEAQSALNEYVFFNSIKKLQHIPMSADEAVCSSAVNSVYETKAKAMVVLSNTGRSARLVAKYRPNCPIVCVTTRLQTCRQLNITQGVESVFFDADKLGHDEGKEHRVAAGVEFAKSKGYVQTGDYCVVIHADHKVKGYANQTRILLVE
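Kinase-Glo luminescence read after 1 h RT reaction of 0.1 nM LmPK with 0.5 mM PEP and 0.1 mM ADP. Activity scaled between uninhibited and enzyme-free controls.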
Pf growth 96h – P. falciparum growth inhibition at 96 hour, primary screen for plastid delayed-death inhibitors | P. falciparum luciferase reporter growth, 96 h | Potency, µM (top dose mostly 28.7 µM), inactives show at the top dose activity change, negative = inhibition, actives largely listed as inhibitors | hit rate 6.9% among 320,000 | AID 504834
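Infected RBCs, 2% Hct / 0.05% parasitemia final; luciferase-reporter P. falciparum; cpd 96 h, 37 C, 5% CO2; luciferase detection reagent; luminescence.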
Sm TGR inh – S. mansoni TGR enzyme inhibition; Q962Y6; purified TGR, DTNB reduction, TNB absorbance 405 nm; Potency, µM (highest dose often 114 µM), without a hit: at the top dose activity change, negative = inhibition, usual class: inhibitors; hit rate 3% among 360,000; also: nearly all actives have a fitted effect of over 60% in size
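First, TGR (20 nM dispensed) and NADPH were mixed with compound. Second, a 15 min room-temperature incubation followed. Third, further NADPH and then DTNB were added to start the reaction. Finally, TNB absorbance was monitored kinetically.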
Pf growth 48h – P. falciparum growth inhibition at 48 hours (one generation). hit rate 5.9% among 310,000. Potency, µM (top dose mostly 28.7 µM), without a hit: at the top dose activity change, negative = inhibition, hits mostly inhibitors. AID 504832. P. falciparum luciferase growth in erythrocytes, 48 h
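In quantitative HTS format, infected erythrocytes bearing luciferase-reporter parasites were treated for a single generation at 37 C. Luminescence after adding detection reagent served as the growth measure.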
Starred values were filed as active, the others as inactive; ? = inconclusive; . = no result given; & = joins results of further samples; [ ] = remark or other dose. Calls follow the shape of the dose curve; as a rule, active = well fitted curve in the direction sought with a large enough effect; inconclusive = small, poorly fitted or top-dose-only effect, or another doubt; inactive = no such curve, though single readings can be large; an effect the other way counts as inactive or inconclusive. % is scaled to controls: 0 for no effect and ±100 for the full control effect; potency is read from the fitted curve at half-maximal effect.

Start of the listing, in advance (seven entries):
SMILES	Tb PYK inh	HCV inh	LmPK inhibitor	Pf growth 96h	Sm TGR inh	Pf growth 48h
CCN(CC(=O)NC1CCS(=O)(=O)C1)c1ccc(S(C)(=O)=O)cc1[N+](=O)[O-] (configuration not stated)	-3%	1%	4%	-1%	0%	20%
O=[N+]([O-])c1ccc(CSc2nnc(-c3cnccn3)o2)cc1	-1%	-10%	5%	-61%	4%	.
Cc1ccc(-c2nc(COC(=O)C3=NN(c4ccccc4)C(=O)CC3)cs2)cc1	-1%	22%	.	37%[activator]	-5%	45%[activator]
O=C(CSc1nc2nn(-c3ccccc3)c(=O)c-2c2n1CCCCC2)NCCc1ccccc1	-3%	?	-7%	?	9%	?
CCCCOC(=O)C1=C(C)Nc2ncnn2C1c1ccc(OCC)c(OC)c1 (configuration not stated)	-6%	22%	0%	.	?	-24%
O=C(COc1coc(CN2CCc3ccccc32)cc1=O)N1CCCCC1	-2%	1%	.	?	-18%	?
CCc1ccccc1NC(=O)Cn1cccc1C1=NC(c2ccccc2)CO1 (configuration not stated)	-3%	?	0%	-27%	-5%	-27%

The listing, from the first entry:
SMILES	Tb PYK inh	HCV inh	LmPK inhibitor	Pf growth 96h	Sm TGR inh	Pf growth 48h
CCN(CC(=O)NC1CCS(=O)(=O)C1)c1ccc(S(C)(=O)=O)cc1[N+](=O)[O-] (configuration not stated)	-3%	1%	4%	-1%	0%	20%
O=[N+]([O-])c1ccc(CSc2nnc(-c3cnccn3)o2)cc1	-1%	-10%	5%	-61%	4%	.
Cc1ccc(-c2nc(COC(=O)C3=NN(c4ccccc4)C(=O)CC3)cs2)cc1	-1%	22%	.	37%[activator]	-5%	45%[activator]
O=C(CSc1nc2nn(-c3ccccc3)c(=O)c-2c2n1CCCCC2)NCCc1ccccc1	-3%	?	-7%	?	9%	?
CCCCOC(=O)C1=C(C)Nc2ncnn2C1c1ccc(OCC)c(OC)c1 (configuration not stated)	-6%	22%	0%	.	?	-24%
O=C(COc1coc(CN2CCc3ccccc32)cc1=O)N1CCCCC1	-2%	1%	.	?	-18%	?
CCc1ccccc1NC(=O)Cn1cccc1C1=NC(c2ccccc2)CO1 (configuration not stated)	-3%	?	0%	-27%	-5%	-27%
CN1CCN(C(=O)/C(=C\c2cccs2)NC(=O)c2ccccc2)CC1	1%	15%	5%	60%[activator]	-6%	26%
CN(CC(=O)Nc1ccc(OC(F)(F)F)cc1)C(=O)/C=C/c1cc2c(cc1[N+](=O)[O-])OCO2	-6%	?	.	3%	?	-18%
CCn1c(C(=O)NC2CCC(C)CC2)cc2sccc21 (configuration not stated)	6%	?	0%	-18%	7%	113%[activator]
O=C1CC(c2cccc(Cl)c2)Cc2nc(N3CCOCC3)ncc21 (configuration not stated)	-7%	3%	3%	36%[activator]	-3%	-9%
Cc1nc2cccnc2nc1C	3%	1%	-6%	36%[activator]	6%	-11%
COc1ccc(-c2[nH]ncc2CN2CCN(C3CCCCC3)C(=O)C2)cc1F	-2%	-21%	-1%	?	-17%	0%
COc1ccc(S(=O)(=O)Nc2ccccc2Cl)cc1NC(C)=O	5%	8%	0%	10%	1%	-13%[5.75 µM]
Cc1ccn2c(=O)c(NC(=O)c3ccc(Br)o3)c(C)nc2c1	3%	-19%	.	35%[activator]	17%	3%
Cc1ccc(Cc2cc(C)n[nH]c2=O)cc1	1%	15%	5%	11%	30%	-20%
CCN1CCN(C2=C(NS(=O)(=O)c3ccc(C)cc3)C(=O)c3ccccc3C2=O)CC1	-6%	?	-3%	1.7µM*	?	2.9µM*
COc1cccc(/C=N/n2nnnc2N)c1	3%	15%	2%	3%	8%	0%
CCOC(=O)c1[nH]c2ccccc2c1NC(=O)c1ccc(S(=O)(=O)N2CCOCC2)cc1	0%	4%[8.37 µM]	6%	15µM*	-1%	?
CCOC(=O)c1c(C)[nH]c(C)c1C(=O)COC(=O)c1ccc(Cl)c(S(=O)(=O)NCc2ccccc2)c1	1%	7.1µM*	7%	?	-30%	.
COc1ccc(CN2CCN(C(=O)c3ccco3)CC2)cc1	-3%	13%	1%	27%	-16%[11.4 µM]	.
CC(C)(C)C(=O)NC(=O)Nc1ccccc1C(F)(F)F	-1%	19%	4%	21%	-1%	34%[activator]
CC(C)C(=O)NNc1ccccc1	-6%	5%	-3%	18%	-9%	8%
COc1cccc(CN(C)CC(=O)Nc2sc3c(c2C#N)CCC3)c1	-8%	-27%	2%	-16%	0%	-7%
CCCn1c(SCC(=O)c2cc(C)n(-c3cc(C)on3)c2C)n[nH]c1=O	-3%	?	.	-27%	-12%	?
Cc1ccc(NS(=O)(=O)c2ccc(OCC(=O)N3CCN(C)CC3)cc2)cc1	-9%	15%	1%	?	-19%	?
COC(=O)C(C)Sc1nc2c([nH]c3ccccc32)c(=O)n1C (configuration not stated)	-21%	?	-13%	-19%	-6%	4%
CC(C)(C)NC(=O)[C@]1(C)CCC[C@@]2(C)C3CC[C@@]4(C)C[C@]3(CCC21)CC4=O (some centres not stated)	1%	2%	.	?	0%	-19%
CN(C(=O)Cn1cc(C(F)(F)F)cc(Cl)c1=O)C1CCS(=O)(=O)C1 (configuration not stated)	-1%	23%	.	28%	1%	7%
COc1ccc(C(CC(=O)c2ccccc2)CC(=O)c2ccccc2)cc1	0%	-24%	-4%	?	11%	?
CN(C)/C=C(/C(=O)c1ccc(Cl)c(Cl)c1)S(C)(=O)=O	3%	19%	0%	31%[activator]	1%	6%
NC(=O)C1CN(C(=O)c2nn(Cc3ccccc3)c(=O)c3ccccc23)c2ccccc2O1 (configuration not stated)	1%	-18%	.	?	6%	?
Cc1ccc(C2C(=O)N(C3CCC(C)CC3)CC(=O)N2C2CCCC2)cc1 (configuration not stated)	0%&7%	-14%	6%	?	-14%&-2%	.
CC(Oc1cc2oc(=O)c3c(c2cc1Cl)CCC3)C(=O)NCc1ccccn1 (configuration not stated)	-5%	-11%	-5%	7%	1%	25%
CCOC(=O)c1ccc(NC(=O)CN2C(=O)C3C4C=CC(C4)C3C2=O)cc1 (configuration not stated)	?	-9%	-1%	.	-8%	-13%
CC(C)(C)c1ccc(-n2ncc3c2CCCC3NC(=O)CN2CCCCC2=O)cc1 (configuration not stated)	4%	?	5%	15%	8%	8%
COc1ccc(C(=O)NCCCOc2cccnc2)cc1OC1CCN(C(C)=O)CC1	0%	3%	-1%	41%[activator]	-28%	-13%
CC1(C)Cc2c(sc3c2C2=NCCN2C=N3)CS1	1%	-9%	6%	-4%	-13%	.
CCOc1ccccc1Cn1c(=O)sc2ccccc21	0%	10%	-2%	?	.	4%
CCN(CC(=O)Nc1c(F)cccc1F)C(=O)Cc1ccc(S(=O)(=O)N2CCOCC2)s1	-11%	0%	.	-1%	1%	?
CC1C/C(=N\NC(=O)c2cccnc2)CC(C)(C)C1 (configuration not stated)	-3%	16%	3%	5%	5%	13%
Cc1noc(C)c1COc1ccc(C(=O)N2CC(C)CC(C)C2)cc1 (configuration not stated)	-5%	?	.	29%	-5%	?
CCN1C(=O)C(CC(=O)Nc2ccc(F)cc2)N(Cc2ccc3c(c2)OCO3)C1=S (configuration not stated)	-5%	-3%	13%	?	-2%	?
CC(C)(C)c1ccc(C(=O)N2CCN(CCNC(=O)C(=O)Nc3ccc(F)cc3)CC2)cc1	-1%	?	-3%	?	-6%	?
CC(OC(=O)C1CC1C)C(=O)Nc1ccc(Cl)cn1 (configuration not stated)	2%	4%	.	31%[activator]	-8%	?
COc1ccc(-c2cc(-c3nnc(COC(=O)CC4CC5CCC4C5)o3)c3ccccc3n2)cc1OC (configuration not stated)	3%	-17%	-1%	0%	-9%	9.3µM*
CC(=O)OC1C(N2CCCCC2)c2c(ccc(/C=C/C(=O)N3CCCCC3)c2O)OC1(C)C (configuration not stated)	0%	2%	-4%	13%	13%	?
CC(=O)Nc1ccc(NS(=O)(=O)c2ccc(C)cc2)c([N+](=O)[O-])c1	5%	7%	-3%	?	12%	14%
O=C(COC(=O)C12CC3CC(CC(C3)C1)C2)NC12CC3CC(CC(C3)C1)C2	-1%	-28%	-4%	?	-12%	?
NC(=O)CC(NC(=O)c1ccc(Br)cc1)c1ccc(N2CCC(Br)CC2)c([N+](=O)[O-])c1 (configuration not stated)	3%	?	3%	-15%	6%	0%
CCCCCn1c(=O)c(C(=O)c2ccccc2)nc2ccccc21	6%	-14%	-3%	31%[activator]	-11%	12%
O=C(COC(=O)CCCCCN=C1NS(=O)(=O)c2ccccc21)Nc1ccc(Cl)c(Cl)c1	2%	4%	3%	23%	-7%	19%
CC(=O)NC(CCS(C)(=O)=O)C(=O)Nc1cccc(C)c1C (configuration not stated)	5%	18%	-1%	38%[activator]	8%	-3%
Cc1cc(C)c(C(=O)COC(=O)C2CCN(c3ccc(C(F)(F)F)cn3)CC2)cc1C	5%	9%	.	-1%	6%	?
COc1cc(OC)cc(C2=NC3(CCC(C)CC3)NC2=S)c1 (configuration not stated)	-1%	?	-3%	-7%	10%	10µM*
CCOC(=O)COc1c(Cl)cc(C2NC(=S)NC(c3ccccc3)=C2C(C)=O)cc1OC (configuration not stated)	-9%	0%	5%	?	7%	?
COc1ccc(C(=O)Nn2cnnc2)cc1OC	-3%	32%[activator]	5%	-2%	10%	18%
Cc1ccc(NC(=O)c2[nH]cnc2C(=O)NN)cc1	-4%	14%	-8%	6%	-3%	13%
O=c1c2ccccc2nc(SCc2nc(-c3ccccc3)no2)n1-c1ccc(F)cc1	-5%	-16%	3%	29%	6%	?
CCCC(=O)Nc1c(C)nn(C(=O)CCC)c1C	1%	18%	2%	-25%	0%	12%

Next part:
SMILES	Tb PYK inh	HCV inh	LmPK inhibitor	Pf growth 96h	Sm TGR inh	Pf growth 48h
Cc1cc(C)n(-c2ccc(C(=O)OCC(=O)N(CC(C)C)C3CCS(=O)(=O)C3)cc2)n1 (configuration not stated)	3%	-3%	-6%	?	1%	?
O=C(Nc1ccccn1)c1ccc(Cl)c(S(=O)(=O)N2CCCCCC2)c1	-2%	?	.	36%[activator]	-3%	8%
CCOc1ccc(C(=O)NCC(=O)OCC(=O)N2CCC(C)CC2)cc1	-12%	17%	-3%	7%	17%	.
Cc1cccc(NC(=O)C2CC(=O)NC(Nc3nc4ccccc4s3)=N2)c1 (configuration not stated)	.	0%	2%	35%[activator]	4%	2%
CCOc1cc([N+](=O)[O-])cc(/C=C2/NC(=O)N(Cc3ccccc3F)C2=O)c1O	-6%	-11%	-4%	-1%	-24%	?
Cc1ccccc1NC(=O)Cc1nc(COC(=O)c2nc(Cl)ccc2Cl)cs1	-7%	-15%	.	-18%	9%	-5%
CCn1c(CSc2nnc(C)n2-c2ccccc2)nc2cc(S(=O)(=O)N(C)C)ccc21	-1%	11%	2%	26%	-26%	-19%
CCCNC(=O)N(CCOC)CC1CCCN(C2Cc3ccccc3C2)C1 (configuration not stated)	-1%	7%	-4%	?	-31%	-10%
CCOC(=O)c1c(C2CC2)csc1NC(=O)CSCc1c(C)noc1C	-11%	?	-1%	-9%	6%	?
CCOC(=O)c1ccc(Nc2nc(C)cc(=O)[nH]2)cc1	0%	-15%	-7%	?	-16%	.
Cc1c(NC(=O)C(C)OC(=O)/C=C/c2ccco2)c(=O)n(-c2ccccc2)n1C (configuration not stated)	-6%	7%	-8%	-12%	45µM*	-4%
